Bioassay records deposited in PubChem BioAssay by National Center for Advancing Translational Sciences (NCATS).
hERG WT inh – blocks the wildtype human KCNH2 potassium channel | Q12809 | U2OS, BacMam KCNH2, thallium flux FluxOr; active compounds read low | activity change, % at 1.84 µM | 340,000 compounds, 0.37% hits;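 active means maximum activity change below -70%; inconclusive means maximum activity change between -70% and -50%; inactive means maximum activity change above -50%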
Target sequence (Q12809 whole entry, looked up): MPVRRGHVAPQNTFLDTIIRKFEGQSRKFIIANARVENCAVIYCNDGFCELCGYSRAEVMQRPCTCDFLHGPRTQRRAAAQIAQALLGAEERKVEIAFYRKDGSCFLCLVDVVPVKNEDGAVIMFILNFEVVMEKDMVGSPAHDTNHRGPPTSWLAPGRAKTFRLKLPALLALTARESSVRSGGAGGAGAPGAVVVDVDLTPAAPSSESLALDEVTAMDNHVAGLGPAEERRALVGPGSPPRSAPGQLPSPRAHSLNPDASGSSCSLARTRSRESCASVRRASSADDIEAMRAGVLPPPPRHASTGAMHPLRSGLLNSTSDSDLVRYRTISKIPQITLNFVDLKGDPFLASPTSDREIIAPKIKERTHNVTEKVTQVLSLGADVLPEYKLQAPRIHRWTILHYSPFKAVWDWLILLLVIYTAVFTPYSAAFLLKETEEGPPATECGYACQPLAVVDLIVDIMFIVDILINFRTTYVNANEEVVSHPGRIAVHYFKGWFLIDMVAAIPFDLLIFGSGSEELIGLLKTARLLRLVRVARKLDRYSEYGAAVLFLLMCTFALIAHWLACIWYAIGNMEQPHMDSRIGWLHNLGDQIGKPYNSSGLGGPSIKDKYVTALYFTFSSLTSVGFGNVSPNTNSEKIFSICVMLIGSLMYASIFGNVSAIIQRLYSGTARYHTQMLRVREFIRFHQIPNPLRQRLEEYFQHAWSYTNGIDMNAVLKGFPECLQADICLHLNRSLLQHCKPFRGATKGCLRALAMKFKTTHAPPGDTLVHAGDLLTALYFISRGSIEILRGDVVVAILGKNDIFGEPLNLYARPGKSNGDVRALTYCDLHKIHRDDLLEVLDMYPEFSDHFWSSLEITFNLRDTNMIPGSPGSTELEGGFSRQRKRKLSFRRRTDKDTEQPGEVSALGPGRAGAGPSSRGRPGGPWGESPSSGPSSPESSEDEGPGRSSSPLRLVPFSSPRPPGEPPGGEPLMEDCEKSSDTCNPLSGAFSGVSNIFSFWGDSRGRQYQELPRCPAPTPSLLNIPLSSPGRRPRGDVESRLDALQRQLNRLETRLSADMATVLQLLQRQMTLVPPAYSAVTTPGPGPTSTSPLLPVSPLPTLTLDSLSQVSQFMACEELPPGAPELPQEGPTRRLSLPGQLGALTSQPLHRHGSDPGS
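U2OS cells transduced with wild-type KCNH2 virus are loaded with FluxOr dye for 45 min, and thallium flux is measured in kinetic reads before and after stimulation buffer. Rate constants are normalized to DMSO controls.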
KCNH2 3.1 inh – blocks the human KCNH2 3.1 channel isoform. U2OS KCNH2 3.1, thallium flux FluxOr; active compounds read low. activity change, % (tested at about 1.8 µM). 340,000 compounds, 0.95% hits. AID 720553;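 active means maximum activity change below -70%; inconclusive means maximum activity change from -70% to -50%; inactive means maximum activity change above -50%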;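 further: thallium influx rate constant from kinetic fluorescence after stimulation buffer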
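Steps: virus added to U2OS suspension (4 h, RT, dark); medium with 10% FBS added, cells plated, 37 C overnight; FluxOr/Red40 loading buffer 45 min RT; stimulation buffer, 2 min kinetic read; rate constant normalized.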
Numbers without * were called inactive; ? = inconclusive. On the % scale 0 is the no-effect control and ±100 the full control effect. Only part of the results is shown (hit frequency here may not be typical).

SMILES	hERG WT inh	KCNH2 3.1 inh
O=C1CCN(CCCN2CCC(=O)NC2=S)C(=S)N1	6	-6
CN(CCO)C(=O)c1nc[nH]c1C(=O)N1CCN(C(=O)OC(C)(C)C)CC1	0	-5
Cc1cc(C)c2c(=O)n(CC(=O)N3CCN(c4ccccc4)CC3)ccc2n1	3	0
CCc1nn(CCCC(=O)NC2CCCCC2C)c(=O)c2cc3occc3n12 (stereo not given)	3	1
CCc1ccc([C@@H]2C[C@H]3[C@@H](CN2S(=O)(=O)c2ccc(C)cc2)C(=O)C[C@@H](c2ccc(Cl)cc2)N3S(=O)(=O)c2ccccc2C)cc1	-11	-9
O=C1NN=C2CCCCCC12 (stereo not given)	8	16
C[C@@H]1CN([C@H](C)CO)C(=O)CCCn2nncc2CO[C@H]1CN(C)Cc1cccc2c1OCCCO2	6	15
O=c1c2ccccc2sn1-c1ccc(Cl)cc1	-1	-9
FC(F)(F)c1nc2nc(Cl)c(Cl)nc2n1CCCN1CCOCC1	-13	-7
COc1ccc(S(=O)(=O)N(C)C[C@@H]2OCCCC[C@H](C)Oc3ccc(NC(=O)Nc4ccc(C(F)(F)F)cc4)cc3C(=O)N([C@H](C)CO)C[C@H]2C)cc1	-11	-13
COc1cccc(CNC(=O)c2ccc(CS(=O)Cc3ccccc3Cl)o2)c1 (stereo not given)	-7	-81*
CC(C)=C(NC(=O)c1ccccc1Cl)C(=O)NCCc1nc2ccccc2[nH]1	26	22
C=CCC(=O)N1CCC(n2nccc2NC(=O)c2ccc3c(c2)OCO3)CC1	-4	-22
CCN(c1ccccc1)S(=O)(=O)c1ccc(Cl)c(C(=O)Nc2ccncc2)c1	7	-1
COc1ccc(C(C)=O)cc1OCc1ccccc1	-14	-12
O=S1(=O)CCN(C2CC2)CC1	-5	-5
COc1ccccc1NC(=O)N(C)C[C@H]1Oc2cc(Br)ccc2S(=O)(=O)N([C@H](C)CO)C[C@H]1C	-14	-12
O=C(NCCCN1CCOCC1)C(=O)NCC1OCCN1S(=O)(=O)c1ccc(Cl)cc1 (stereo not given)	4	-2
Cn1nc(NC(=O)C(F)(F)F)c2nccnc21	-3	-5
COc1cc(CNC(=O)C2CC(O)CN2C(=O)Nc2ccccc2)cc(OC)c1OC (stereo not given)	13	4
O=C(OCc1ccccc1)C1CCN(S(=O)(=O)c2cccs2)CC1	-1	-6
Cc1ccc(C(=O)N[C@H](C(=O)Nc2cccc(S(=O)(=O)N3CCOCC3)c2)C(C)C)cc1	7	-7
CC(=NNS(=O)(=O)c1ccc(C)cc1)c1ccncc1	-4	-10
Cc1ccc(S(=O)(=O)N2C[C@]3(O)C[C@@H]4C(=O)N(c5ccccc5)C(=O)[C@@H]4C[C@]3(OC(=O)NCC3CCCCC3)C2)cc1	1	10
Cc1ccc(N2CC(O)CSC2=Nc2ccccc2)cc1 (stereo not given)	-5	6

Some of the entries above, set out differently.
structure | hERG WT inh | KCNH2 3.1 inh
CC(C)=C(NC(=O)c1ccccc1Cl)C(=O)NCCc1nc2ccccc2[nH]1 | 26 | 22
COc1ccc(C(C)=O)cc1OCc1ccccc1 | -14 | -12

(cont.)
SMILES	hERG WT inh	KCNH2 3.1 inh
CCCN(C)C[C@@H]1OCc2cnnn2CCCC(=O)N([C@H](C)CO)C[C@H]1C	2	9
C[C@@H]1CCCCO[C@H](CN(C)C(=O)Cc2ccccc2)[C@@H](C)CN([C@H](C)CO)C(=O)c2cc(NC(=O)Nc3ccccc3)ccc2O1	-14	13
C[C@H](CO)N1C[C@H](C)[C@H](CN(C)C(=O)Nc2ccc3c(c2)OCCO3)OCc2cnnn2CCCC1=O	6	8
COc1ccc(C=C2OC(=O)C(C(C)=O)=C2O)cc1	2	-2
Cc1ccc(S(=O)(=O)N2CCCCC2)cc1NC(=O)c1ccc(=O)[nH]c1	-8	-8
NC(=O)c1ccc(NC(=O)COC(=O)c2ccccc2SCC(=O)N2CCCC2)cc1	-17	11
C[C@@H]1CN([C@@H](C)CO)C(=O)CCCn2cc(nn2)CO[C@H]1CN(C)S(=O)(=O)c1ccc(Cl)cc1	-9	16
COc1ccc(S(=O)(=O)N(C)C[C@H]2OCCCC[C@@H](C)Oc3ccc(NC(=O)CCC(F)(F)F)cc3C(=O)N([C@H](C)CO)C[C@@H]2C)cc1	-20	-4
CCc1ccc(NC(=O)C(C)OC(=O)Cn2[nH]c(=O)c3ccccc3c2=O)cc1 (stereo not given)	-13	-3
C#CC1(NC(=S)Nc2cccc(OC)c2)CCCCC1	15	1
O=C(COc1ccc(S(=O)(=O)N2CCCC2)cc1[N+](=O)[O-])N1CCCCC1	9	-5
COc1ccc(C#Cc2cnc3c(c2)C(=O)N([C@@H](C)CO)C[C@@H](C)[C@@H](CN(C)CC2CCOCC2)O3)cc1	-13	5
CC(=O)Nc1ccc(S(=O)(=O)Nc2nnc(C)s2)cc1	11	13
CCCNC(=O)CSc1ccc(S(=O)(=O)N(C)C2CCCCC2)cn1	-2	-6
COc1ccc(C2NC(=O)NC(C)=C2C(=O)OC2CCCCC2)cc1 (stereo not given)	-12	4
CN1C(=O)CCS(=O)(=O)C1c1ccc(Cl)c(Cl)c1 (stereo not given)	2	-5
CC1CN(C(=O)CSc2nc(N)c(NC(=O)c3ccc(C(F)(F)F)cc3)c(=O)[nH]2)CC(C)O1 (stereo not given)	0	-3
Cc1cccc(OC(=O)c2ccc3c(=O)n4c(nc3c2)CCC4)c1	1	-15
O=C(COC(=O)/C=C/c1cccc(F)c1)NC1CCCCC1	12	-8
C[C@H](CO)N1C[C@H](C)[C@H](CN(C)C(=O)Nc2ccc(F)cc2)OCc2ccccc2-c2c(n(C)c3ccccc23)C1=O	-8	-13
Cc1ccc(S(=O)(=O)N2C[C@H]3N(C(=O)OC(C)C)N(C(=O)OC(C)C)C[C@H](OC(=O)Nc4cccs4)[C@@]3(O)C2)cc1	2	12
Cc1ccc(C)c(-n2nnc3ccccc3c2=O)c1	0	-9
CC1(C)OC2COC(c3[nH]nc4c(=O)[nH]c(=O)[nH]c34)C2O1 (stereo not given)	-2	4
C[C@H]1CCCCO[C@H](CN(C)C(=O)Nc2ccc(F)cc2)[C@@H](C)CN([C@@H](C)CO)C(=O)c2cc(NC(=O)Nc3ccc4c(c3)OCO4)ccc2O1	?	4
N#CC(=Cc1cccs1)c1nc(-c2ccc(Cl)cc2)cs1	6	-16
More compounds follow.
SMILES	hERG WT inh	KCNH2 3.1 inh
O=C(CN1C(=O)c2ccccc2C1=O)NC1CCS(=O)(=O)C1 (stereo not given)	3	-85*
C[C@H](CO)N1C[C@H](C)[C@H](CN(C)C(=O)c2cc(-c3ccccc3)on2)OCc2cnnn2CCCC1=O	0	1
O=C(NC(=S)Nc1cccc(O)c1)C12CC3CC(CC(C3)C1)C2	-8	3
COc1ccc([C@H]2CN(c3ccc(OC)cc3)C(=O)[C@@H]2CC(=O)Nc2ccc(Br)cc2)cc1	-3	-15
Cc1ccc([C@@H]2C[C@H]3[C@@H](CN2S(=O)(=O)c2ccc(C)cc2)C(=O)C[C@@H](c2ccc(C)cc2)N3S(=O)(=O)c2ccc(Cl)cc2)cc1	-1	-5
CCCCc1cc(=O)oc2cc(OC(C)C(=O)NCCN3CCOCC3)ccc12 (stereo not given)	0	11
CCCCN1C(=O)C(CC(=O)NCCN2CCOCC2)CC(C(=O)N2CCOCC2)=C1C (stereo not given)	0	1
O=C(NN=Cc1ccc2c(c1)CCN2)c1cccs1	6	-3
CCCC#Cc1ccc2c(c1)O[C@H](CN(C)S(=O)(=O)c1cccc(OC)c1)[C@H](C)CN([C@H](C)CO)S2(=O)=O	-14	-15
CCc1cccc(NC(=O)CSc2nc(C)cs2)c1	9	6
O=S(=O)(NCC1CCCO1)c1ccc(Cl)c2ccccc12 (stereo not given)	-9	-5
O=[N+]([O-])c1cccnc1Nc1ccc(Cl)cc1	-11	6
C[C@H](CO)N1C[C@H](C)[C@@H](CN(C)S(=O)(=O)c2ccc(F)cc2)OCc2cnnn2CCCC1=O	-1	-3
CC(=O)N1CCc2c(sc(NC(=O)c3ccc([N+](=O)[O-])o3)c2C(N)=O)C1	6	3
CCN(CC)S(=O)(=O)c1ccc(N2CC(C(=O)NCc3ccco3)CC2=O)cc1 (stereo not given)	5	23
CCOC(=O)C1=C(COC(=O)/C=C/c2ccc(F)cc2)NC(=O)NC1C (stereo not given)	-8	11
CC(=O)N1C[C@H]2CON(C)[C@H]2C[C@H]1c1cccc(N2CCOCC2)c1	3	7
COc1ccc(C(=O)Nc2ccccc2C(=O)Nc2ccccc2)cc1	6	3
COc1ccc(NC(=O)CCNC(=O)N2CC(=O)Nc3ccccc32)cc1OC	-13	11
c1coc(-c2nc(N=C3N=c4ccccc4=N3)[nH]c2-c2ccco2)c1	-3	9
CCOC(=O)CNC(=O)CSc1nc(C(C)C)nc2c1cnn2-c1ccccc1	-9	3
CN(C)C1CCCCC=CC(=O)NC1 (stereo not given)	-8	-8
Cc1ccc(S(=O)(=O)N(C)C)cc1NC(=O)CN1C(=O)NC2(CCc3ccccc32)C1=O (stereo not given)	2	-1
O=C(c1ccccc1)c1ccsc1C(=O)c1ccccc1	1	-3
C[C@H]1CN([C@@H](C)CO)C(=O)c2cc(Br)cnc2O[C@H]1CN(C)C(=O)c1ccc2c(c1)OCO2	-1	6

By substructure, the entries above with an NH in an aromatic ring.
SMILES	hERG WT inh	KCNH2 3.1 inh
CN(CCO)C(=O)c1nc[nH]c1C(=O)N1CCN(C(=O)OC(C)(C)C)CC1	0	-5
CC(C)=C(NC(=O)c1ccccc1Cl)C(=O)NCCc1nc2ccccc2[nH]1	26	22
Cc1ccc(S(=O)(=O)N2CCCCC2)cc1NC(=O)c1ccc(=O)[nH]c1	-8	-8
CCc1ccc(NC(=O)C(C)OC(=O)Cn2[nH]c(=O)c3ccccc3c2=O)cc1 (stereo not given)	-13	-3
CC1CN(C(=O)CSc2nc(N)c(NC(=O)c3ccc(C(F)(F)F)cc3)c(=O)[nH]2)CC(C)O1 (stereo not given)	0	-3
CC1(C)OC2COC(c3[nH]nc4c(=O)[nH]c(=O)[nH]c34)C2O1 (stereo not given)	-2	4
c1coc(-c2nc(N=C3N=c4ccccc4=N3)[nH]c2-c2ccco2)c1	-3	9

Remaining list, next part
SMILES	hERG WT inh	KCNH2 3.1 inh
CCN(CC(=O)Nc1ccc(NC(C)=O)cc1)C(=O)C1CC1	-14	3
C#CCN(C(=O)C1CCC(=O)N(CCc2cccc(F)c2)C1)C1CCCCC1 (stereo not given)	-4	-3
O=C1C(=Cc2ccccn2)CCc2ccccc21	5	-2
C=Cc1cnc([N+](=O)[O-])n1C	-8	1
COc1cccc(C(=O)Nc2cc(C)on2)c1	-5	-3
O=S(=O)(c1ccccc1)C(Br)S(=O)(=O)c1ccccc1	1	-7

A draw from above in order of number of heavy atoms, ascending:
SMILES	hERG WT inh	KCNH2 3.1 inh
COc1cccc(C(=O)Nc2cc(C)on2)c1	-5	-3
O=S(=O)(c1ccccc1)C(Br)S(=O)(=O)c1ccccc1	1	-7
CCN(CC(=O)Nc1ccc(NC(C)=O)cc1)C(=O)C1CC1	-14	3
C#CCN(C(=O)C1CCC(=O)N(CCc2cccc(F)c2)C1)C1CCCCC1 (stereo not given)	-4	-3

A stretch taken from the entries so far, as a working copy:
SMILES	hERG WT inh	KCNH2 3.1 inh
COc1cccc(C(=O)Nc2cc(C)on2)c1	-5	-3
O=S(=O)(c1ccccc1)C(Br)S(=O)(=O)c1ccccc1	1	-7
